SMARCA2 act = activators of SMARCA2 function; MG213 cells, MMTV-luciferase reporter, dexamethasone, overnight; activation, % at 9.1 µM; 1% of 370,000 active; AID 652017; in the data active means activation above about 7.8%;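 further: 0% = vehicle wells and 100% = reference activator wells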
ADAM17 inh = inhibits human ADAM17 | 0.83% of 370,000 active | inhibition, % at 6.95 µM | recombinant ADAM17, EDANS/DABCYL FRET peptide cleavage;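 active means inhibition above the mean of compounds lying between control limits plus 3 SD, set per campaign, cut at about 8.5% in these data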;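 further: 0% = DMSO-only wells as the low control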
Target sequence (P78536 215-824 limits assumed): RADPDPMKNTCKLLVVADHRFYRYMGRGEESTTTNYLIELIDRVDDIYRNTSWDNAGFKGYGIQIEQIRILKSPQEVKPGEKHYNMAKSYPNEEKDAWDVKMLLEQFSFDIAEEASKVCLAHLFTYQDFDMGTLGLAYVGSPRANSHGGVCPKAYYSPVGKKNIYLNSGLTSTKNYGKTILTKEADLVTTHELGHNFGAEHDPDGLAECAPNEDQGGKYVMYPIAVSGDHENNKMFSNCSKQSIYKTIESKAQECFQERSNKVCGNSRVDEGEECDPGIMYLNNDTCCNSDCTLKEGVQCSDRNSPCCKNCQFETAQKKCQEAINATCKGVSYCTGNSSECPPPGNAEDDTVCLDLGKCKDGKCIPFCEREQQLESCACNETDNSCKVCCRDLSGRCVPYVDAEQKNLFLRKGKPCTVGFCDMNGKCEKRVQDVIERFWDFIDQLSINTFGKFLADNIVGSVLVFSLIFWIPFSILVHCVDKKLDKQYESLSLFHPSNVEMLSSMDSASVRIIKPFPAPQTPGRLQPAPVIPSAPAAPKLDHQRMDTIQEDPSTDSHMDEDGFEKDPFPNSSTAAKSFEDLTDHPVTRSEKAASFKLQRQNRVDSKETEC
GC-A act = GC-A (human) enzyme activation | 0.14% of 370,000 active | activation, % at 10 µM | P16066 | HEK293 GC-A cells, cGMP TR-FRET, EC30 ANP; 0% at EC30 ANP, 100% saturating ANP; in the data active means activation above about 40%
hcDAF-12 act = H. contortus DAF-12 activation, primary screen; 1.4% of 370,000 active; HEK293 hcDAF-12 lit1-tk-luc reporter, luminescence; 0% DMSO, 100% Δ7-dafachronic acid; activation, % at 6.8 µM;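 active means activation above the mean of all tested compounds plus 3 SD, cut at about 5.5% in these data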;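 further: 100% = response to 3 µM Δ7-dafachronic acid high control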
ADAM10 inh = inhibitors of human ADAM10 | O14672 | recombinant ADAM10, EDANS/DABCYL FRET peptide cleavage, 3 h | inhibition, % at 7 µM | 0.62% of 370,000 active | AID 720582;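 active means inhibition above a per-campaign cutoff equal to the mean of compounds falling between control-based bounds plus 3 SD, cut at about 20% in these data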;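 further: 0% = DMSO wells while the 100% control is not disclosed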
hgDAF-12 ag = agonists of H. glycines DAF-12 nuclear receptor | activation, % at 6.8 µM | HEK293 GAL4-hgDAF12 UAS-luciferase reporter, agonist luminescence; normalized to butyrate control | AID 687014 | 1.8% of 370,000 active;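 active means activation above a cutoff set at the mean of all screened compounds plus 3 SD, cut at about 10% in these data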;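 further: 0% = DMSO wells and 100% = sodium butyrate wells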
FXN GAA850 act = increases GAA850 frataxin promoter reporter activity | HEK293 lucGAA850 FXN promoter luciferase reporter, 24 h; percent of 10 µM SAHA response | activation, % at 6 µM | 0.56% of 360,000 active | AID 540364;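 active means activation above the average of all compounds screened plus 3 SD, cutoff fixed separately per campaign, cut at about 7.5% in these data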;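 further: 0% = DMSO wells and 100% = 10 µM SAHA wells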
PG9 binder = binds the HIV-1 gp120 antibody PG9. inhibition, % at 6.7 µM. AID 624416. TR-FRET gp120-PG9 antibody binding. 0.43% of 360,000 active; in the data active means inhibition above about 8.5%
DAX1 inh-1 = inhibitors of human orphan nuclear receptor DAX1 (NR0B1). P51843. HEK293 Gal4-DAX1 luciferase reporter, luminescence. inhibition, % at 6.75 µM. 0.99% of 340,000 active. AID 504766;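 active means inhibition above the mean over all tested compounds plus 3 SD, cut at about 4.2% in these data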;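 further: 0% = DAX1-transfected cells with DMSO and 100% = empty-vector control cells with DMSO; inhibition shows as a rise in luminescence from relieved DAX1 repression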
Target sequence (P51843 207-470 limits assumed): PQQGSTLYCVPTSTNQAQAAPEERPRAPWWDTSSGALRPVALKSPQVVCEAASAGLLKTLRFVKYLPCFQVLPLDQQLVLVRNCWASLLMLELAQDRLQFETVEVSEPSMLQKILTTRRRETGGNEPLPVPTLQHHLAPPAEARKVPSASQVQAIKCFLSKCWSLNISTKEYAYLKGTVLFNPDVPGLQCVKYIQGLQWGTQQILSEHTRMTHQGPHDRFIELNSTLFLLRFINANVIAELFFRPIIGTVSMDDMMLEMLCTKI
ssDAF-12 act = activates DAF-12 receptor from parasite S. stercoralis; HEK293 ssDAF-12/GRIP1 lit1-tk-luc reporter, luminescence; % of 3 µM dafachronic acid response; activation, % at 6.8 µM; 1% of 370,000 active;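 active means activation above the mean over all tested compounds plus 3 SD, cut at about 0.9% in these data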;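 further: 0% = DMSO-only wells and 100% = 3 µM delta7-dafachronic acid wells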
DAX1 inh-2 = blocks DAX1 repression of SF-1 activated StAR promoter. HEK293T StAR-luciferase reporter, SF-1/DAX-1 repression relief. inhibition, % at 6.8 µM. 1.1% of 370,000 active. AID 652010;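 active means inhibition above the mean over all tested compounds plus 3 SD, cut at about 3.6% in these data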;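 further: 0% = DAX-1 cells with DMSO and 100% = cells lacking DAX-1 with DMSO; higher inhibition means more luminescence from relief of DAX-1 repression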
* hit, by the source's call; x = not tested or not shown.

SMILES	ADAM17 inh	PG9 binder	DAX1 inh-1	DAX1 inh-2	ADAM10 inh	hgDAF-12 ag	FXN GAA850 act	hcDAF-12 act	GC-A act	ssDAF-12 act	SMARCA2 act
Cc1occc1C(=O)Nc1cccc(S(=O)(=O)N2CCOCC2)c1	1.9	-0.6	-0.3	-1.3	1.4	-2.0	-0.6	-0.3	-0.3	-0.6	-1.6
CCC1(CC)C(=O)Nc2ccccc21	-2.3	-0.1	1.5	0.7	8.7	3.9	-1.9	0.3	-0.5	-1.2	-2.1
C#CCN(C[C@@H]1[C@@H](OC(=O)NC2CC2)[C@@H](OC(=O)NC2CC2)Cn2c(=O)n(CCCCCC)c(=O)n21)S(=O)(=O)c1ccc(C)cc1	3.7	-1.1	1.7	-0.2	13.0	-1.8	-0.7	-0.8	-1.4	-1.1	2.4
CCCSc1nc(N)nc2c1ncn2C1OC(CO)C(O)C1O (configuration not stated)	-8.9	1.3	0.0	0.1	-21.9	-3.2	-1.7	-1.6	-1.9	-0.7	-2.0
COc1cc(CN(C)c2ccc(S(=O)(=O)N3CCCC3)cn2)ccc1OC(F)F	-2.5	0.7	-2.4	-5.7	3.0	-2.3	-1.0	-2.1	3.1	-1.4	-2.1
Cc1ccc(C)n1-c1cc(S(=O)(=O)N2CCOCC2)ccc1N1CCCC1	-18.7	0.8	0.1	1.2	-54.2	1.5	2.1	-0.6	-0.8	-0.9	3.2
CCOC(=O)NNC(=O)c1ccc(Cl)cc1	-0.7	-3.2	0.2	-0.5	-0.8	-0.6	-0.4	-1.9	0.4	-1.1	1.4
COc1ccc(C(C)C)cc1S(=O)(=O)Nc1ccccn1	10.1*	-1.7	0.1	0.6	9.9	-1.8	-0.4	-2.7	1.6	-1.1	-4.9
COc1cccc(/C=C2\SC(=S)N(CCC(=O)N3CCCCC3)C2=O)c1	-1.9	-0.4	0.1	0.9	-7.8	1.1	0.1	0.0	-2.6	-0.6	-2.7
CC1(C)Cc2c(sc3[nH]c(=S)[nH]c(=O)c23)CO1	-4.5	-0.8	1.1	0.2	-7.8	-0.1	-1.3	-0.5	-6.1	-1.6	-2.1
COc1ccc(C(=O)CC(=O)C(=O)Nc2cc(OC)c(OC)c(OC)c2)cc1	-2.6	-1.7	-1.5	0.0	-9.8	-3.3	0.6	0.9	-5.8	-0.8	-0.6
O=C(OCc1nnc(-c2ccccc2)o1)c1ccc2c(c1)OCCO2	-1.5	-0.3	0.9	-0.7	-2.7	1.2	1.6	-0.3	-6.8	-0.7	1.1
O=C(NCc1cn2ccsc2n1)Nc1ccc(Cl)cc1	-3.1	1.3	-0.5	-0.6	0.4	1.7	-0.2	-0.6	-3.2	-1.8	-1.1
Cc1ccc(S(=O)(=O)N(CCC(=O)NCc2ccc(S(N)(=O)=O)cc2)c2ccccc2)cc1	-3.8	-0.7	0.2	0.6	-2.6	-0.8	-0.8	-1.1	0.6	-1.0	-1.0
CCOC(=O)C1(CC2CC2)CCN(C(=O)c2ocnc2C)CC1	0.7	-0.8	4.3*	0.4	1.2	2.7	3.4	1.4	-1.7	-0.4	0.1
CC1(C)C(=O)Nc2ccccc2N1C(=O)COC(=O)c1cc(S(C)(=O)=O)ccc1Cl	-2.5	0.6	2.4	0.5	-15.0	0.4	0.6	1.6	-0.3	-0.6	-3.0
N/C(CS(=O)(=O)c1ccccc1)=N\OC(=O)c1ccc(F)cc1	-5.2	-0.3	1.8	5.9*	-16.6	6.1	1.2	0.9	-2.6	-0.2	3.3
CCC(=NNc1ccc([N+](=O)[O-])cc1[N+](=O)[O-])c1ccccc1	-3.7	0.6	x	0.1	0.6	-1.1	x	1.8	4.1	-0.2	-3.7
NS(=O)(=O)c1ccc(CNC(=O)Cc2cccs2)cc1	-2.2	-2.1	-0.9	0.1	3.8	0.6	1.4	0.3	-1.5	-0.8	-1.4
COc1cccc(C(=O)N2CCN(Cc3cc(Br)ccc3OC)CC2)c1	-5.2	-0.3	-0.9	-1.4	2.8	-2.3	-2.5	-2.1	-2.9	-1.2	-4.5
COc1ccc2nc(SC(C)C(=O)NC3CCCCC3)[nH]c2c1 (configuration not stated)	-4.2	2.3	0.3	-3.8	-9.1	3.2	-0.7	-2.1	-8.2	-1.6	-0.5
Cc1cc(NC(=O)CSc2nccn2-c2cccc(C)c2C)no1	-5.6	-0.5	-2.2	-1.1	-5.1	-2.5	-5.0	-2.1	3.0	-2.6	-0.3
COc1cccc(OC(C)CCN2CCC(C(O)(c3ccccc3)c3ccccc3)CC2)c1 (configuration not stated)	-0.8	x	x	-0.9	-0.3	0.8	x	2.6	-17.8	0.9*	-2.8
Cc1ccc(CN(C)C(=O)CCc2nc3sc4c(c3c(=O)[nH]2)CCCC4)o1	-6.4	1.9	0.8	-0.7	-18.6	-1.6	-0.5	0.6	-0.1	-0.9	1.3
CCN(CC)S(=O)(=O)c1ccc(C)c(NC(=O)CN2C(=O)NC3(CCCC3)C2=O)c1	-0.9	-1.8	0.3	0.0	4.1	2.0	1.4	0.2	-0.8	-1.0	0.6
COc1ccc(CNC(=O)C2CCN(S(C)(=O)=O)CC2)c(OC)c1	-1.2	0.3	-0.8	0.6	3.2	1.4	-0.5	0.7	-0.9	-0.8	2.0
CCOc1ccc(-c2[nH]ncc2Oc2cccc(OC)c2)c(O)c1	10.6*	-0.3	-0.3	-0.8	23.6*	2.5	-0.7	-1.4	4.3	-1.4	-2.5
O=C(NCc1ccccc1)[C@@H]1CCCN1C(=O)[C@H]1CCCN1C(=O)c1ccc(F)cc1	-2.1	1.7	x	-0.9	-0.4	2.8	x	-0.1	-0.5	-0.9	-4.8
CC1(C)CC(=O)C=C(c2ccc3c(c2)OCO3)C1	-11.2	-0.2	0.1	-0.1	-25.4	2.5	0.8	-0.4	1.7	-1.1	1.7
COc1ccc([C@H]2CC(=O)C=C(c3cc(C=O)ccc3OC)C2)cc1	3.5	0.8	0.9	-0.5	3.8	1.1	-0.5	-2.4	-3.3	-1.5	-1.1

Record cards, as listed above:
Cc1ccc(CN(C)C(=O)CCc2nc3sc4c(c3c(=O)[nH]2)CCCC4)o1 is entered as ADAM17 inh = -6.4; PG9 binder = 1.9; DAX1 inh-1 = 0.8; DAX1 inh-2 = -0.7; ADAM10 inh = -18.6; hgDAF-12 ag = -1.6; FXN GAA850 act = -0.5; hcDAF-12 act = 0.6; GC-A act = -0.1; ssDAF-12 act = -0.9; SMARCA2 act = 1.3
Cc1cc(NC(=O)CSc2nccn2-c2cccc(C)c2C)no1 is entered as ADAM17 inh = -5.6; PG9 binder = -0.5; DAX1 inh-1 = -2.2; DAX1 inh-2 = -1.1; ADAM10 inh = -5.1; hgDAF-12 ag = -2.5; FXN GAA850 act = -5.0; hcDAF-12 act = -2.1; GC-A act = 3.0; ssDAF-12 act = -2.6; SMARCA2 act = -0.3

Other results:
SMILES	ADAM17 inh	PG9 binder	DAX1 inh-1	DAX1 inh-2	ADAM10 inh	hgDAF-12 ag	FXN GAA850 act	hcDAF-12 act	GC-A act	ssDAF-12 act	SMARCA2 act
O=S(=O)(c1cc(Cl)ccc1Cl)n1nnc2ccccc21	-6.5	-1.4	0.2	0.5	2.8	-0.9	4.8	-1.0	3.3	-0.9	-2.7
CCN=C1SC(CC(=O)NCc2ccccc2)C(=O)N1CC (configuration not stated)	0.0	-1.6	-0.2	-0.3	8.1	-0.1	0.5	0.6	3.7	-1.2	0.3
COC(=O)c1ccc(S(=O)(=O)N2CCCC2)o1	-2.2	0.6	0.1	0.3	3.5	-1.1	-0.3	-0.5	0.0	-0.8	0.0
CC(C)NC(=O)CSCc1c(F)cccc1Cl	-1.9	-0.7	0.5	0.4	1.4	0.3	-0.2	2.1	-1.3	-0.5	-1.0
CSCCC(NS(=O)(=O)c1ccccc1F)C(=O)NCC(c1ccc(F)cc1)N1CCOCC1 (configuration not stated)	0.0	-3.1	0.7	-1.0	-2.4	-0.6	-1.4	-1.4	-3.0	-1.1	0.7
COc1nc(-c2ccccc2)nc(-c2ccccc2)c1C	-3.1	0.4	x	0.0	2.7	-0.2	0.0	-1.5	-7.8	-1.7	-2.3
Cc1c(NS(=O)(=O)c2ccc(C(=O)N(C)Cc3cccc(Cl)c3Cl)cc2)c(=O)n(-c2ccccc2)n1C	1.4	-0.3	0.2	0.8	3.4	-2.8	1.8	-2.2	-3.1	-1.8	0.1
c1ccc2c(c1)CCc1c(-c3ccncc3)n[nH]c1-2	-4.0	1.3	2.3	-2.8	-11.4	0.6	1.9	3.7	-0.1	1.6*	0.6
CCOC(=O)N1CCN(C(=O)CN(c2ccc(OC)cc2)S(C)(=O)=O)CC1	1.1	0.3	-0.3	-0.3	0.8	-2.3	-2.0	-0.2	0.1	-0.8	-2.1
CCS(=O)c1ccccc1C(=O)OC(C)C(=O)Nc1ccc(S(=O)(=O)N2CCCC2)cc1 (configuration not stated)	-3.2	-0.9	0.3	-1.9	-1.1	-2.0	-0.8	0.2	-2.2	-1.3	3.1
O=C(CSc1nc(O)cc(=O)[nH]1)N1CCOCC1	-2.8	0.5	-0.3	-0.2	-10.8	0.3	-1.0	0.3	3.5	-1.0	-1.5
O=C(Cn1ccc([N+](=O)[O-])n1)Nc1nccs1	5.1	2.7	0.7	0.3	6.0	-1.4	-1.2	-1.2	4.8	-1.1	-2.5
COc1ccc(CCNC(=S)N2CCC(C(N)=O)CC2)cc1	-2.0	0.6	1.4	0.2	-0.6	-0.1	1.5	-1.2	0.1	-1.2	-3.4
Cn1c(CNC(=O)c2ccccc2F)nnc1SCC(=O)c1ccccc1	4.9	-0.4	1.2	0.6	3.0	-1.5	2.2	-3.6	2.9	-0.9	0.6
CSc1nnc([C@@H](NC(=O)OC(C)(C)C)C(C)C)o1	-1.7	-0.2	0.4	0.4	-0.2	1.8	-2.1	-0.9	-3.4	-1.2	5.0
OCCN(CC#CCC(O)(c1ccccc1)C1CCCC1)CCO (configuration not stated)	-3.7	1.4	2.0	-0.1	7.3	-2.6	3.4	2.1	0.5	-0.7	-4.2
CCOC(=O)C1C(=O)CC(C)(O)C(C(=O)OCC)C1c1ccc(F)cc1 (configuration not stated)	-5.6	-0.9	-0.2	0.0	-7.9	0.8	1.7	2.4	4.3	-0.9	-0.2

Source: PubChem (several laboratories)

No enrichment for hits; overall some 6.8% were active at least once.
